Coupling enz: coupling enzyme interference in Giardia aldolase counter-screen; coupling enzyme system counterscreen, AmpLite Red fluorescence; activity change, negative = inhibition, % at 58.2 µM, hits read low; 290,000 compounds, 0.67% hits; in the data active means activity change below about -30%; further: on the % scale 0 is the no-effect control and ±100 the full control effect
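Activity here indicates interference with the coupling reaction, not aldolase inhibition. Compounds at 57.5 uM final met coupling enzymes for 10 min at RT; substrate and AmpLite Red detection followed, with a 525/598 nm fluorescence read after 20 min.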
TRPV1 agonist: human TRPV1 agonism; Q8NER1; TRPV1-expressing cells, Fluo-8 calcium influx, agonist mode; activation, % at 8.33 µM; 320,000 compounds, 0.19% hits; AID 540275; in the data active means activation above about 80%; inconclusive means between about 30% and that limit; further: 0% is about no effect
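Fluo-8 calcium influx in TRPV1-expressing cells, kinetic read (ex 480/em 520 nm). Compound added and read 3 min for agonist activity, followed by capsaicin at EC20 final and 2 min further read for enhancement.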
MLL CXXC-DNA inh: blocks binding of human MLL CXXC domain to DNA; MLL-CXXC / FITC-HOXA9 DNA fluorescence polarization; Potency, µM (top dose mostly 115 µM), for the others: at the top dose activity change, negative = inhibition, usual class: inhibitors; 290,000 compounds, 0.037% hits; AID 2662; active means well fitted inhibition curve with a large enough effect in the polarisation, with a control signal flat, not every such curve was filed as active; inconclusive means small, poorly fitted or top-dose-only effect, or effect the other way, or a change in a side signal; inactive means no such curve, though single readings can be large or run the other way; the % refers to the polarisation; further: potency means the concentration at half of the fitted maximal effect
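Steps: dispense CXXC domain solution (7 uM) → pin compounds or unlabeled HOX-A9 DNA control → 5 min ambient → add FLSN-HOX-A9 solution (50 nM) → spin → 30 min ambient → fluorescence polarization. Tris pH 7.5/NaCl/DTT/BSA buffer.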
GALK inhibitor: inhibitors of human galactokinase; Purified GALK, Kinase-Glo residual ATP luminescence; 270,000 compounds, 0.007% hits; Potency, µM (highest dose often 57.5 µM), for the others: top-dose activity change, negative = inhibition, hits mostly inhibitors; AID 1868; P51570; further: potency means the concentration at half of the fitted maximal effect; on the % scale 0 is the no-effect control and ±100 the full control effect
Target sequence (P51570 whole entry, looked up): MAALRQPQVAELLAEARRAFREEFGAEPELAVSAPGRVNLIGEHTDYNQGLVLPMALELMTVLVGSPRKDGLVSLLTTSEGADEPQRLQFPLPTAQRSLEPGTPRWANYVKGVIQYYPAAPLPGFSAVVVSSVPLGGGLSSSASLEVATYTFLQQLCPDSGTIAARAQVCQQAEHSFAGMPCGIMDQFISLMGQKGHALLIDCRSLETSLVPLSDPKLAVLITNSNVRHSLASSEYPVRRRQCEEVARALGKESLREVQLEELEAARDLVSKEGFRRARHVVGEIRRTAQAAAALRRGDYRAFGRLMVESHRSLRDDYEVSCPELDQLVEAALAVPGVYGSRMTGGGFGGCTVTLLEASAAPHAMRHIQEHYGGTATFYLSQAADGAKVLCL
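Luminescence from leftover ATP (Ultra-Glo luciferase/luciferin) served as read-out after a 1 h room-temperature reaction of 5 nM GALK with 35 uM ATP and 100 uM galactose.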
MBNL1-CUG inh: inhibitors of human MBNL1 binding to CUG repeat RNA; Q9NR56; TR-FRET MBNL1-His/biotin-(CUG)12 binding, 665/545 ratio; Potency, µM (doses to about 57.5 µM), without a hit: at the highest dose activity change, negative = inhibition, usual class: inhibitors; 280,000 compounds, 0.036% hits; AID 2675; active means well fitted inhibition curve with a large enough effect in the signal ratio, with a control signal flat, not every such curve was filed as active; inconclusive means small, poorly fitted or top-dose-only effect, or effect the other way, or a change in a side signal; inactive means no such curve, though single readings can be large or run the other way; the % refers to the signal ratio; further: potency means the concentration at half of the fitted maximal effect; on the % scale 0 is the no-effect control and ±100 the full control effect
Target sequence (Q9NR56 whole entry, looked up): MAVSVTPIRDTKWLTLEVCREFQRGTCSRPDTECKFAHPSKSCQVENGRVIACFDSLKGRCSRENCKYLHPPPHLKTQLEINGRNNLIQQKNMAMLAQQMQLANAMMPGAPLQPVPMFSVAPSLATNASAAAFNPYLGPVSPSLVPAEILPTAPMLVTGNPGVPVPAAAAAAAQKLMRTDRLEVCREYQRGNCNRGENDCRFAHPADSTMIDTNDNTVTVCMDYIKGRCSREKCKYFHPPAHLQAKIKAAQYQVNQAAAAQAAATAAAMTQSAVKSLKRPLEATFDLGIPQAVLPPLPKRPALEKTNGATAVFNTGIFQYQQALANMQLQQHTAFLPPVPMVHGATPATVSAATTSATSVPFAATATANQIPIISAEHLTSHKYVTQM
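His-tagged MBNL1 binding to biotinylated (CUG)12 RNA was measured by TR-FRET using terbium anti-His antibody (0.055 ng/ul final) and streptavidin-XL665 (5 nM final). Compounds were titrated 92 nM to 58 uM; 60 min at room temperature.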
KCNH2 3.1 inh: KCNH2 3.1 (human) potassium channel inhibition | U2OS KCNH2 3.1, thallium flux FluxOr; hits give low values | activity change, % (tested at about 1.8 µM) | 340,000 compounds, 0.95% hits;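 active means maximum activity change below -70%; inconclusive means maximum activity change from -70% to -50%; inactive means maximum activity change above -50%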;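 further: thallium influx rate constant from kinetic fluorescence after stimulation buffer; on the % scale 0 is the no-effect control and ±100 the full control effect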
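Thallium flux read-out: FluxOr dye with Red40 quencher in HBSS/HEPES, 45 min at RT. Rate constants from kinetic reads were normalized to positive and negative DMSO controls. Cells: U2OS virally expressing the 3.1 isoform.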
S-ASM inh: human S-ASM enzyme inhibition | P17405 | placental ASM, HMU-PC fluorogenic substrate, 60 min | Potency, µM (highest dose often 57.5 µM), inactives show at the highest dose activity change, negative = inhibition, hits mostly inhibitors | 340,000 compounds, 0.006% hits | AID 504937; further: potency means the concentration at half of the fitted maximal effect
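HMU-PC0 cleavage (9 uM final) by human placental ASM, 60 min at 37 °C following 10 min compound exposure at RT; stopped at pH 10, fluorescence Ex 386/Em 447 nm.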
hERG WT inh: blocks the wildtype human KCNH2 potassium channel. 340,000 compounds, 0.37% hits. AID 720551. activity change, % at 1.84 µM. Q12809. U2OS, BacMam KCNH2, thallium flux FluxOr; hits give low values;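 active means maximum activity change below -70%; inconclusive means maximum activity change between -70% and -50%; inactive means maximum activity change above -50%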; further: on the % scale 0 is the no-effect control and ±100 the full control effect
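U2OS cells were transduced with wild-type KCNH2 virus (2.03 x 10^8 / mL) for 4 h at room temperature, then cultured overnight at 37 C. Thallium flux was read with FluxOr dye. Rate constants were normalized to DMSO controls.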
A-T KAP1 phos: potential ataxia-telangiectasia treatment; AID 485349; 320,000 compounds, 0.19% hits; […] A-T fibroblasts, KAP-1 phosphorylation AlphaLISA; neocarzinostatin DNA damage 30 min before lysis; Potency, µM (titrated, usually from 57.5 µM), without a hit: at the top dose activation, usual class: activators; further: potency means the concentration at half of the fitted maximal effect; % of control where 0% means no effect; nearly all actives have a fitted effect of over 45% in size
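hTERT-immortalized A-T patient fibroblasts ([…]), 500 cells/well in OPTI-MEM, 1% FBS, got compounds for 60 min, then NCS for 30 min at 37C. Lysates were then assayed for phospho-KAP-1 by AlphaLISA (anti-pKAP1 donor, anti-KAP1 acceptor beads), 6 hr at 25C.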
a7 integrin act: integrin-mediated muscular dystrophy alleviation activation; alpha7betagal myoblasts, beta-gal FDG fluorescence, 48 h; 350,000 compounds, 0.064% hits; AID 624291; Potency, µM (top dose mostly 38.3 µM), without a hit: top-dose activation, actives largely listed as activators;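 further: potency means the concentration at half of the fitted maximal effect; 100% = response of the positive control SU9516; nearly all actives have a fitted effect of over 60% in size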
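alpha7betagal+/- myoblasts (passage 13, 250/well) treated 48 h at 37C with compounds at 1:260 dilution of DMSO stock. Lysed, then beta-galactosidase activity read as FDG fluorescence (ex 480/em 540) after 30 min, with pre-read for autofluorescence.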
* marks the source's active call; other numbers are inactive results; i = inactive; ? = inconclusive; nt = no result given; & = joins results of further samples; [ ] = dose if it differs, or a comment. Unless noted, the call rests on the fitted dose curve; in most records, active means well fitted curve in the direction sought with a large enough effect; inconclusive means small, poorly fitted or top-dose-only effect, or another doubt; inactive means no such curve, though single readings can be large; an effect the other way counts as inactive or inconclusive.

SMILES	Coupling enz	TRPV1 agonist	MLL CXXC-DNA inh	GALK inhibitor	MBNL1-CUG inh	KCNH2 3.1 inh	S-ASM inh	hERG WT inh	A-T KAP1 phos	a7 integrin act
Nc1nc(CSc2ccccc2)nc(N2CCCCC2)n1	1	10	38%[activator]	-1%	-5%	nt	1%	4	-5%	-11%
O=C(O)Cc1sc(Nc2ccccc2)nc1-c1ccc(Cl)cc1	0	0	16%	-4%	11%	-1	5%	3	-1%	4%
Cc1cc(OCC(=O)NC2CCN(C)CC2)ccc1[N+](=O)[O-]	0	16	-6%	1%	-2%	18	3%	6	1%	-14%
Nn1c(=O)c2ccccc2n2c(SCc3ccc(C(F)(F)F)cc3)nnc12	0	0	1%	-2%	-6%	-4	-13%	27	1%	4%
N#C/C(=C\c1cc([N+](=O)[O-])c(N2CCCCC2)cc1N1CCCCC1)c1nn(-c2ccccc2)c(N)c1C#N	0	3	-1%	-2%	-1%	-12	-6%	13	6%	-36%
Cc1cc(C(=O)CSc2nnc(-c3ccccc3)n2C)c(C)n1C	-4	-3	-8%	0%	-9%	14	0%	9	nt	-24%
S=c1[nH]nc(COc2ccccc2)n1/N=C/c1ccco1	4	-2	12%	-2%	1%	nt	0%	-1	-5%	-22%
CCOc1ccc(NC(=O)CN(C)c2ccc(S(=O)(=O)N3CCOCC3)cn2)cc1OCC	-5	1	11%	-3%	-4%	-13	1%	-5	0%	20%
CN(C)c1ccc(/C=N/NC(=O)CNC(=O)c2ccco2)cc1	1	1	8%	-3%	?	-3	201%[activator]	9	-2%	27%
C=C(C)Cn1c(C)cc(C)c(S(=O)(=O)c2ccc(C)cc2)c1=O	-7	3	6%	-3%	-5%	-3	-1%	i	18%	17%
Cc1ccc(C(=O)/C=C/c2ccc(-c3ccc(C)cc3)o2)cc1	0	0	20%	1%	nt	-34	7%	-4	0%	14%
COc1ccccc1CCNC(=O)C1CCC(=O)N(C2CC2)C1 (stereo not given)	-3	2	42%[activator]	0%	-8%	-7	3%	3	8%	2%
CC(C)CCNC(=O)Cc1csc(-c2ccccc2)n1	5	23	12%	0%	-6%	-1	5%	-8	7%	6%
CC1=C(C(=O)Nc2ccccc2)C(c2ccc(C)o2)N2C(=O)CSC2=N1 (stereo not given)	1	0	-2%	-3%	2%	24	2%	1	4%	16%
CC1C/C(=N/N2C(=O)CSC2=S)CC(C)(C)C1 (stereo not given)	1	-3	-2%	-2%	-17%	nt	0%	1	7%	-42%
CCOC(=O)N1CCC(NS(=O)(=O)c2cc3c(cc2Cl)NC(=O)CO3)CC1	2	-5	6%	-4%	-4%	-5	-2%	-7	4%	-4%
Clc1ccc(-c2csc(N3CCC(c4ccccc4)C3)n2)cc1 (stereo not given)	-3	-5	1%	-1%	-15%	6	-2%	0	15%	24%
CCCc1nc(SCC(=O)Nc2ccc(N3CCOCC3)cc2)c2ccccc2n1	3	-1	0%	0%	18%	6	-2%	0	nt	-21%
NC(=O)Cn1c(-c2nonc2N)nc2ccccc21	0	?	3%	-2%	-9%	16	3%	-4	-2%	10%
CC1=C(C(=O)N2CCOCC2)C(c2ccc(OC(F)F)cc2)NC(=S)N1c1ccccc1 (stereo not given)	0	5	8%	2%	-6%	0	2%	-4	-2%	1%
O=C(NCCCCNC(=O)c1ccc(Cl)s1)c1ccc(Cl)s1	0	3	-7%	1%	116%[activator]	14	2%	6	-3%	18%
CC(=O)c1cccc(N(C(=O)c2ccco2)C(C(=O)NC2CCCC2)c2ccccc2F)c1 (stereo not given)	1	-7	-2%	-2%	-4%	-2	-3%	-7	7%	-1%
N#CCCn1cc(/C=N/O)c(-c2ccc(-c3ccccc3)cc2)n1	4	-4	-2%	4%	-3%	8	-11%	-7	16%	-17%
O=c1c2[nH]c3ccccc3c2ncn1CCN1CCOCC1	-1	nt	-6%	2%	-12%	12	1%	13	9%	18%
CN(CCc1ccccn1)c1ncnc2[nH]ncc12	-1	-2	18%	-1%	?	-2	0%	-3	-4%	26%
(continued)
SMILES	Coupling enz	TRPV1 agonist	MLL CXXC-DNA inh	GALK inhibitor	MBNL1-CUG inh	KCNH2 3.1 inh	S-ASM inh	hERG WT inh	A-T KAP1 phos	a7 integrin act
O=C(CSc1nc2scc(-c3ccccc3)c2c(=O)[nH]1)N1CCOCC1	nt	2	5%	0%	-4%	10	0%	-5	-2%	21%
CCCCNC(=S)NC(C)(C)CO	2	-1	15%	6%	-7%	-7	5%	-12	-1%	-8%
Cc1ccc(C(=O)N2CCN(S(=O)(=O)N3CCCCCC3)CC2)cc1	6	-2	37%[activator]	7%	-1%	24	-3%	8	-8%	-2%
O=S(=O)(NCc1cc(-c2ccccc2)no1)c1ccc(Cl)cc1	3	nt	4%	-4%	-7%	-12	0%	2	-6%	23%
CCOc1ccc2c(c1)c(N=O)c(O)n2C	-1	-15	5%	nt	?	-17	3%	-6	-2%	18%
COc1c(C)c2c(c(O)c1C/C=C(\C)CCC(=O)O)C(=O)OC2	14&12&12&10&10	nt	-2%[51.4 µM]	nt	nt	0	1%	-2	nt	-34%
CC(C)CCN1CCN(Cc2cccn2-c2ccccn2)CC1CCO (stereo not given)	1	0	0%	9%	1%	-16	6%	13	-6%	-19%
CCN1CCN(c2cc(C(C)(C)C)nc3c(-c4ccccc4)c(C)nn23)CC1	1	25	19%	-2%	-3%	5	-6%	22	-1%	-63%[inhibitor]
Cc1ccc(NC(=O)c2ccc(S(=O)(=O)N3CCOCC3)cc2)c(C)c1	3	?	17%	3%	-1%	-11	-1%	-15	1%	5%
Cc1ccc(N2C(=O)C3CC(c4ccccc4)=C4C5C=CC(C6C(=O)N(c7ccc(C)cc7)C(=O)C56)C4C3C2=O)cc1 (stereo not given)	0	0	6%	0%	nt	5	-1%	-5	6%	16%
CCC(=O)Nc1ccc(N2CCN(S(C)(=O)=O)CC2)cc1	4	6	-5%	1%	nt	?	4%	3	0%	?
N#CC1=C(N)Nc2ncnn2C1c1ccccc1 (stereo not given)	1	-2	-4%	1%	nt	nt	nt	nt	3%	nt
COc1ccc(NC(=O)CCCn2cc([N+](=O)[O-])cn2)cc1	1	0	-3%	0%	9%	4	1%	1	-6%	-15%
CC(=O)Nc1ccc(C=NN=C2c3ccccc3-c3ccccc32)cc1	nt	nt	nt	nt	nt	-3	?	-21	nt	12%
CC(=O)c1sc2nc(-c3ccco3)ccc2c1N	-1	-3	?	5%	?	3	16%	-2	nt	-12%
O=C(Nc1ccc([N+](=O)[O-])cc1)c1cncc(Br)c1	0	?	2%	0%	?	-2	-3%	nt	2%	17%
CC(=O)Nc1ccc(S(=O)(=O)N2CCN(C(=O)N3CCCC3)CC2)cc1	2	0	2%	1%	-2%	1	1%	-4	8%	7%
N#Cc1ccc(C(=O)NCC(c2ccco2)N2CCCC2)cc1 (stereo not given)	0	-2	14%	-1%	-3%	4	-2%	-5	-9%	24%
Cc1ccc(CC(=O)Nc2ncc([N+](=O)[O-])s2)cc1	8	6	2%	-1%	?	-8	-2%	-10	7%	3%
Cc1ccc(C2C3=C(CC(C)(C)CC3=O)OC3=C2C(=O)CC(C)(C)C3)cc1	1	0	1%	-1%	8%	-85*	0%	1	-4%	7%
CCN1CCN(CCCNC(=O)C2c3ccccc3C(=O)N(c3ccc(OC)cc3)C2c2ccc(OC)cc2)CC1 (stereo not given)	-3	-2	-8%	9%	-11%	-3	-3%	0	0%	0%
S=C(Nc1ccccc1Cl)N1CCCCC1	15	-3	4%	1%	10%	16	2%	4	0%	16%
COc1cccc2c(=O)n(CC(=O)NCCc3ccccc3)ccc12	1	-2	-1%	1%	-3%	-7	0%	1	20%	29%
Cc1cc(NC(=O)CSc2nnc(-c3ccncc3)n2C)n(-c2ccccc2)n1	6	-5	-5%	4%	-4%	6	-2%	2	7%	5%
CC1CCCCN1S(=O)(=O)c1cccc(S(=O)(=O)N2CCOCC2)c1 (stereo not given)	2	21	-4%	7%	4%	-5	0%	3	-8%	-2%
Cc1sc2ncnc(NCc3cccs3)c2c1C	5	8	-1%	-1%	-1%	-22	-1%	-1	10%	-35%
CNC(=S)N/N=C/c1ccc(OCc2ccccc2)c(Br)c1	0	0	7%	nt	-1%[11.5 µM]	20	-1%	1	-1%	-14%
Cc1ccc(C(=O)Oc2ccc(-c3nnco3)cc2)o1	nt	6	nt	nt	nt	-11	-2%	-9	3%	-12%

Among those listed so far, two contain bromine.
SMILES	Coupling enz	TRPV1 agonist	MLL CXXC-DNA inh	GALK inhibitor	MBNL1-CUG inh	KCNH2 3.1 inh	S-ASM inh	hERG WT inh	A-T KAP1 phos	a7 integrin act
O=C(Nc1ccc([N+](=O)[O-])cc1)c1cncc(Br)c1	0	?	2%	0%	?	-2	-3%	nt	2%	17%
CNC(=S)N/N=C/c1ccc(OCc2ccccc2)c(Br)c1	0	0	7%	nt	-1%[11.5 µM]	20	-1%	1	-1%	-14%

Bioassay records from PubChem.
